# From PubChem BioAssay
# KAT2A inh – qHTS Assay for Inhibitors of GCN5L2 | Histone acetyltransferase KAT2A (Homo sapiens), Q92830 | GCN5L2 HAT assay, ThioGlo1 CoA-SH fluorescence | Potency, µM (top dose mostly 58.9 µM), inactives show at the highest dose activity change, negative = inhibition, most hits filed as inhibitors | 0.21% of 390,000 active | AID 504327, 2011
# Target sequence (Q92830 whole entry, looked up): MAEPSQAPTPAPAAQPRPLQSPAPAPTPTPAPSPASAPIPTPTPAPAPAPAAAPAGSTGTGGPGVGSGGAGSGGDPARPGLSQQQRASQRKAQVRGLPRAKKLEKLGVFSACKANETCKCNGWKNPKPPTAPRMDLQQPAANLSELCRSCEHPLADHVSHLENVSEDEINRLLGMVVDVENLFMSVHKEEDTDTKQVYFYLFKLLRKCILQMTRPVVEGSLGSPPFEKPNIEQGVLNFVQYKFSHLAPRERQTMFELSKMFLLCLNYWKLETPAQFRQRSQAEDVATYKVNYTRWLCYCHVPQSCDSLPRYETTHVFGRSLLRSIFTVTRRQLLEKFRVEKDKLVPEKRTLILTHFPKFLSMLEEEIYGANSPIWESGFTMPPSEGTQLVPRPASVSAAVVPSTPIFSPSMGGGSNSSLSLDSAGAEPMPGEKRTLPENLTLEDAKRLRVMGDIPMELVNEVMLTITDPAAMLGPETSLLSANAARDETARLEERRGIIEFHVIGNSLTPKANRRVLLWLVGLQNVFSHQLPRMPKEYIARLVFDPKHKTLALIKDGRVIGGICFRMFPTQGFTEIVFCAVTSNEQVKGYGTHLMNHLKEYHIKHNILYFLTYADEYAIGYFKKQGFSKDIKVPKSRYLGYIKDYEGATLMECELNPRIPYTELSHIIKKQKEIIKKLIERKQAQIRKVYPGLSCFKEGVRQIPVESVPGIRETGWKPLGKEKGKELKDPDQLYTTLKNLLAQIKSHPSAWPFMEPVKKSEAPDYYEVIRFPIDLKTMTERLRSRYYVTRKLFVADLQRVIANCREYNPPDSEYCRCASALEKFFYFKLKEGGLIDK
#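 qHTS, 1536-well. 20nM enzyme, pH 7.5 HEPES/EDTA/Tween-20 buffer; 15 min compound preinc., RT. Start: 75uM H3(1-25), 70uM AcCoA, 50uM ThioGlo1. Read Ex340/Em540 at t=0 (autofluorescence flag) and t=20 min.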
# N370S GC – qHTS Assay for Inhibitors and Activators of N370S glucocerebrosidase as a Potential Chaperone Treatment of Gaucher Disease; AID 2101, 2009; Lysosomal acid glucosylceramidase (Homo sapiens), P04062; 0.092% of 330,000 active; N370S GC spleen homogenate, 4MU-glucoside fluorescence; Potency, µM (highest dose often 59.4 µM), for the others: at the top dose activity change, negative = inhibition, usual class: inhibitors;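 note: 0% = full enzyme activity and -100% = no enzyme basal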
# FEN1 inhibitor – qHTS Assay for the Inhibitors of Human Flap endonuclease 1 (FEN1) | 0.35% of 390,000 active | AID 588795, 2011 | Potency, µM (series often up to 114 µM), for inactives: at the highest dose activity change, negative = inhibition, most hits filed as inhibitors | Recombinant FEN1 flap cleavage, fluorescence, 15 min; note: nearly all actives have a fitted effect of over 65% in size
#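 FEN1 at 10 nM, compound pretreatment for 15 min (room temperature), 50 nM final substrate to initiate; endpoint reads at 0 and 15 min; DMSO-only plates used as vehicle background.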
# * hit, by the source's call; ? = inconclusive; nt = no result given; & = joins results of further samples; [ ] = remark or other dose. Calls come from the whole dose curve; as a rule, active = well fitted curve in the direction sought with a large enough effect; inconclusive = small, poorly fitted or top-dose-only effect, or another doubt; inactive = no such curve, though single readings can be large; an effect the other way counts as inactive or inconclusive. Unless noted, % is set by controls: 0 for no effect and ±100 for the full control effect; potency is the fitted concentration of half-maximal effect.
# Start of the listing, in advance:
SMILES	KAT2A inh	N370S GC	FEN1 inhibitor
CC(C)c1cc(NC(=O)CCl)on1	-3.2%	-11.8%	20.5%
Cc1cc(C)c[n+](CC(=O)c2cc3ccccc3oc2=O)c1	-9.0%	2.9%	2.5%

# The list itself, from the first entry:
SMILES	KAT2A inh	N370S GC	FEN1 inhibitor
CC(C)c1cc(NC(=O)CCl)on1	-3.2%	-11.8%	20.5%
Cc1cc(C)c[n+](CC(=O)c2cc3ccccc3oc2=O)c1	-9.0%	2.9%	2.5%
COc1ccc(-n2nnnc2SCC#CCO)cc1	-21.8%	5.5%	-15.0%
CCCn1c(CNc2ccc(Br)cc2)nc2ccccc21	-11.5%	3.8%	-13.8%
COc1ccc2[nH]cc(CCNc3cc(-c4ccccc4Cl)ncn3)c2c1	-21.9%	-13.8%	nt
O=C(NNS(=O)(=O)c1ccccc1Cl)C1COc2ccccc2O1 (stereo not drawn)	-0.2%	nt	-4.2%
CCC(=O)Nc1sc2c(c1C(=O)Nc1ccccc1C)CCC(C)C2 (stereo not drawn)	-6.7%	nt	0.5%
CSc1ccc(C(=O)N2CCc3ccc(NC(=O)c4ccccn4)cc3C2)cc1	-11.4%	-0.7%	3.1%
C/C(=N\N=c1/scc(C)n1Cc1ccco1)c1cccc([N+](=O)[O-])c1	-6.0%	21.4%	-21.8%
O=C(CSc1nnc(NC(=O)c2ccccc2F)s1)NCC1CCCO1 (stereo not drawn)	-3.0%	-11.6%	0.9%
Cc1ccc(C)c(CN2C(=O)c3ccccc3S(=O)(=O)c3ccc(C(=O)N4CCCCCC4)cc32)c1	-6.6%	nt	-22.6%
CCOCCc1nn2c(=O)cc(COC(=O)COc3ccc(C)c(C)c3)nc2s1	-7.5%	nt	16.6%
COc1ccc(S(=O)(=O)/C(C#N)=C/Nc2cccc(OC)c2)cc1	-6.1%	14.1%	-17.2%
Cc1cccc(CN2CC34C=CC(CC3S2(=O)=O)O4)c1 (stereo not drawn)	nt	-2.7%	-13.8%
CCOc1ncccc1C(=O)OCC(=O)N1CCN(S(=O)(=O)c2ccc(Cl)cc2)CC1	-4.1%	4.6%[2.35 µM]	2.0%

# Shown with two lines to a compound: six of the compounds above
# Below each SMILES: KAT2A inh | N370S GC | FEN1 inhibitor
> CCC(=O)Nc1sc2c(c1C(=O)Nc1ccccc1C)CCC(C)C2 (stereo not drawn)
  -6.7% | nt | 0.5%
> C/C(=N\N=c1/scc(C)n1Cc1ccco1)c1cccc([N+](=O)[O-])c1
  -6.0% | 21.4% | -21.8%
> O=C(NNS(=O)(=O)c1ccccc1Cl)C1COc2ccccc2O1 (stereo not drawn)
  -0.2% | nt | -4.2%
> CC(C)c1cc(NC(=O)CCl)on1
  -3.2% | -11.8% | 20.5%
> COc1ccc(S(=O)(=O)/C(C#N)=C/Nc2cccc(OC)c2)cc1
  -6.1% | 14.1% | -17.2%
> Cc1cccc(CN2CC34C=CC(CC3S2(=O)=O)O4)c1 (stereo not drawn)
  nt | -2.7% | -13.8%

# Other records:
SMILES	KAT2A inh	N370S GC	FEN1 inhibitor
CC(C)(C)c1cccc(Cn2nnc3ccccc32)c1O	-16.8%	16.3%	-10.4%
C=CCN(c1ccccc1)S(=O)(=O)c1ccc(Cl)c(C(=O)OCC(=O)NCCCN2CCCC2=O)c1	-4.7%	3.3%	-3.0%
COc1cc(NC(=O)NCCn2nnc3cc(S(=O)(=O)N(C)C)ccc32)cc(OC)c1OC	22.1%	nt	19.9%
N=c1oc2ccccc2cc1C(=O)NC1CCCCCC1	-6.5%	?	-12.6%
CCOC(=O)C1=C(c2ccccc2)c2cc(OC)ccc2OC1C(=O)OCC (stereo not drawn)	-4.9%[88.6 µM]	5.4%[89.1 µM]	nt
COc1cc(NC(=O)CCCl)cc(-n2cnnn2)c1	-9.5%	5.5%	6.5%
FC(F)(F)c1nnc(-c2ccccc2)nc1N1CCCC1	16.2%	7.3%	12.2%
COc1ccc(-c2nnc(SC(C)C(=O)Nc3ccc4c(c3)OCCO4)o2)cc1 (stereo not drawn)	-2.5%	8.2%	-21.3%
COc1cc(Br)cc2cc(C(=O)N3CCCCC3C)c(=O)oc12 (stereo not drawn)	-1.2%	-4.7%	-5.6%
O=C(Nc1ccccc1)OCN1C(=O)c2ccccc2C1=O	29.6%	9.5%	-4.5%
Cc1c(C(=O)OCC(=O)NCCc2ccc(S(N)(=O)=O)cc2)oc2ccccc12	-1.3%	nt	-1.2%
Cc1ccc(-c2noc(C3CCCCC3)n2)cc1	33.3%[activator]	1.0%	-1.5%
COc1ccc(CCNC(=O)C2(C)CCC(=O)N2Cc2ccc(C)cc2)cc1OC (stereo not drawn)	1.1%	-1.0%	-1.6%
C(=N\Nc1ccc2ccccc2n1)/c1ccc2c(c1)OCO2	-22.4%	-0.2%	-19.8%
Cc1ccc(C)c(C(=O)c2ccccc2NC(=O)c2ccccn2)c1	-4.4%	0.2%	-1.7%

# Additional entries follow:
SMILES	KAT2A inh	N370S GC	FEN1 inhibitor
COc1ccccc1OCCn1cc(/C=C(\C#N)C(=O)NCc2cccs2)c2ccccc21	-3.2%	14.1%	-12.4%
CC(C)CN(CC(C)C)C(=O)CN1C(=O)NC2(CCCc3ccccc32)C1=O (stereo not drawn)	-2.5%	-5.5%	-0.7%
CC(=O)c1sc(Nc2nc(C)cc(C)n2)nc1C	-8.3%	12.2%	-11.9%
CCN(CC)S(=O)(=O)c1nnc(NC(=O)COc2ccccc2F)s1	-9.3%	nt	-2.7%
O=C(O)c1cc(S(=O)(=O)N2CCN(S(=O)(=O)c3ccccc3)CC2)ccc1Cl	?	0.6%	-2.2%
Cc1ccc(-n2nnc(-c3cnc4ccccc4c3)n2)cc1	-1.2%	17.9%	-6.7%
CCOc1ccccc1-c1cc(-c2ccc(OC)cc2)nc2c1c(=O)n(C)c(=O)n2C	-2.5%	6.5%	3.3%
COc1ccc([C@H]2CC(=O)C=C(c3cc(Cl)cc(Cl)c3)C2)cc1	-2.5%	nt	-12.2%
CN1C(=S)N2CCCN2C1c1ccccc1 (stereo not drawn)	-14.0%	-7.7%	1.9%
O=c1c2ccccc2c(C=Nc2cccc(O)c2)c(O)n1-c1ccc2c(c1)OCO2	-21.5%	3.8%	-4.3%
CCOC(=O)C1CCN(Cc2c(C(=O)N3CCOCC3)nc3c(C)cccn23)CC1	-21.0%	-2.4%	2.5%
COc1ccccc1Nc1ncc(C(C)=O)c(C)n1	-1.3%	-1.1%	1.6%
CC1CCCCC1NC(=O)Cn1cccc1C(=O)c1ccccc1 (stereo not drawn)	-9.6%	2.5%	-3.2%
CCCN(CCC)C(=O)c1cc2c(=O)n3cccc(C)c3nc2s1	-1.2%&-16.7%	6.1%	-2.3%&-5.0%
CCCNC(=O)c1ccc(-n2c(-c3ccccc3)cc3c2CCC(C)C3)cc1 (stereo not drawn)	-7.1%	nt	-0.7%

# New compounds follow.
SMILES	KAT2A inh	N370S GC	FEN1 inhibitor
c1cnc(NC2C3CC4CC(C3)CC2C4)nc1 (stereo not drawn)	-1.9%	7.3%	-11.8%
CC(Oc1ccccc1Cl)C(=O)Nc1ccccc1C(=O)N1CCOCC1 (stereo not drawn)	1.0%	-4.0%	4.8%
Cc1ccc(NC(=O)c2ccc([N+](=O)[O-])o2)cc1S(=O)(=O)N1CCOCC1	-2.9%	-7.4%	0.3%
Cc1cc(C)n(CCC(=O)N2CCCC(N3CCN(c4cccc(Cl)c4)CC3)C2)n1 (stereo not drawn)	-8.2%	-1.5%	37.2%
O=C(NNC(=O)c1ccc(-n2cncn2)c([N+](=O)[O-])c1)c1ccccc1	1.8%	nt	1.6%
CC1(C)Cc2c(sc3nc(SCC(=O)O)[nH]c(=O)c23)CO1	-8.7%	-9.7%	3.1%
CC1CCCCN1CCCNC(=O)c1c(O)nc2ccccn2c1=O (stereo not drawn)	-2.0%	0.9%	-10.7%
COc1ccccc1C=NC(CO)C(O)c1ccc([N+](=O)[O-])cc1 (stereo not drawn)	-7.3%	3.6%	9.1%
Nc1cc(S(=O)(=O)Nc2ccccc2Cl)ccc1N1CCOCC1	-6.1%	-5.7%	15.6%
Cc1ccccc1CN(C)C(=O)CNC(=O)c1ccc2ccccc2c1	-11.4%	7.5%	-1.0%
CCOc1ccc(NCCC(O)c2ccc(F)cc2)cc1 (stereo not drawn)	1.8%	-19.3%	0.7%
COc1ccc(NC(=O)C(NC(=O)CC2NC(=O)NC2=O)c2ccccc2)cc1 (stereo not drawn)	3.0%	5.6%	-2.7%
CCc1ccc(OCC(O)CN2CCC(CN3C(=O)c4cccc5cccc(c45)C3=O)CC2)cc1 (stereo not drawn)	-4.5%	1.4%	17.4%
CCC(=O)N1c2ccccc2CC1C(=O)NCCc1ccccc1C (stereo not drawn)	4.4%	nt	1.2%
O=C(C1=C[C@@H](c2csc3ccccc23)C[C@@H](OCc2ccc(CO)cc2)O1)N1CCN(Cc2ccc3c(c2)OCO3)CC1	-0.8%	?	-21.3%

# Next results follow.
SMILES	KAT2A inh	N370S GC	FEN1 inhibitor
CCOC(=O)c1cnn(-c2ccccc2)c1-n1cccc1C(=O)C(=O)Nc1ccccc1	-11.5%	-2.2%	-6.2%
CN(C)S(=O)(=O)c1ccc(C(=O)Nc2ccccc2F)cc1	-14.7%	-1.5%	-6.1%
C(=N\Nc1nc2ccccc2[nH]1)/c1ccccn1	-4.8%	-11.4%	-5.7%
CC12CCC(=O)N1C(C(=O)Nc1nc3ccccc3s1)CS2 (stereo not drawn)	-3.1%	nt	-15.0%
Cc1ccc(Cl)cc1NC(=O)c1ccc(Cn2cc(Cl)cn2)cc1	-9.9%	-18.4%	-6.9%
COc1cccc(CNC(=O)C2CCCN(S(=O)(=O)c3ccc4c(c3)C(C)(C)C(=O)N4C)C2)c1 (stereo not drawn)	-5.5%	-4.3%	19.2%
CC(C)C12CN3CC(C(C)C)(CN(C1)C3(C)C)C2=O	-18.6%	8.5%	0.4%
CS(=O)(=O)N1CCN(c2ccccc2NC(=S)NC(=O)c2cccs2)CC1	-10.2%	1.6%	11.4%
COc1ccc(-c2ccnc3cc(C(=O)O)nn23)cc1	-20.8%	6.1%	10.9%
COc1cccc(OCC(=O)NNC(=O)C(=O)N2CCCC2)c1	5.5%	2.1%	2.7%
CCOc1ccc(NC(=O)Cn2nnc(C(=O)NCc3ccco3)c2N)cc1	2.0%	?	-11.3%
COC(=O)c1sc(NC(=O)c2cc(-c3ccccc3)nc3ccccc23)c(C#N)c1C	?	6.1%	-7.9%
CC(NC(=O)N(Cc1ccccc1)Cc1ccc2c(c1)OCO2)(C(F)(F)F)C(F)(F)F	-13.0%	-6.2%	-17.3%
COc1ccc(CNC(=S)Nc2ccccc2-c2ccccc2)cc1	-2.1%	7.1%	nt
CCOC(=O)N1CCC(NC(=O)C(Cc2ccccc2)NC(=O)c2ccco2)CC1 (stereo not drawn)	-2.8%	-9.3%	-1.0%

# Going on with the list.
SMILES	KAT2A inh	N370S GC	FEN1 inhibitor
COc1ccc(CN2CCCC(C(=O)c3ccc4c(c3)OCO4)C2)c(F)c1 (stereo not drawn)	-4.5%	-18.7%	-22.3%
O=C(Cn1[nH]c(=O)c2ccccc2c1=O)OCC(=O)c1ccc(F)c(F)c1	-2.8%	nt	18.7%
COc1ccccc1-c1cc(=O)c2c(O)ccc([N+](=O)[O-])c2o1	-19.3%	-9.5%	-29.0%
CCCCCCCCCCCCCCCCO	-22.7%&-22.7%	-2.8%&-7.9%	nt
O=C(Cc1csc(Nc2nc(=S)[nH]c3ccccc23)n1)NCc1ccccc1Cl	-27.2%	-6.9%	-4.2%
O=C(Nc1ccc(Cl)c(Cl)c1)Nc1nc(-c2ccccc2)cs1	-2.3%	-10.2%	-16.1%

# 4 compounds already listed, arranged by the number in N370S GC, falling.
SMILES | N370S GC
O=C(Cc1csc(Nc2nc(=S)[nH]c3ccccc23)n1)NCc1ccccc1Cl | -6.9%
COc1ccccc1-c1cc(=O)c2c(O)ccc([N+](=O)[O-])c2o1 | -9.5%
O=C(Nc1ccc(Cl)c(Cl)c1)Nc1nc(-c2ccccc2)cs1 | -10.2%
COc1ccc(CN2CCCC(C(=O)c3ccc4c(c3)OCO4)C2)c(F)c1 (stereo not drawn) | -18.7%

# Outcome played no part in choosing rows; any-hit rate near 0.54%.
